Pol III holo inh = qHTS Assay for Inhibitors of DNA Polymerase III Holoenzyme System; reconstituted DNA polymerase III holoenzyme replication, biochemical; AID 603, 2007; actives 0.25% (n = 71,000); Potency, µM (doses to about 57.1 µM), for inactives: at the top dose activity change, negative = inhibition; further: potency means the concentration at half of the fitted maximal effect; on the % scale 0 is the no-effect control and ±100 the full control effect
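Reconstituted *E. coli* holoenzyme (0.35 nM Pol III, 1 nM beta, 154 nM SSB, 2 nM primase) was preincubated with compound for 15 min at RT. Synthesis on 1.4 nM ssM13Gori ran 35 min, then was stopped with PicoGreen/EDTA and read as dsDNA fluorescence.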
UbGFP stabilizer = Ubiquitin-GFP Assay | Ubiquitin-GFP reporter cells, proteasome inhibition, GFP fluorescence; response scale: untreated = 0%, 10 µM MG-132 = 100% | Potency, µM (series often up to 45.9 µM), without a hit: at the highest dose activation (GFP accumulation), usual class: activators | 67,000 tested, under 10 active | AID 526, 2006; active means well fitted activation curve with a large enough effect, not every such curve was filed as active; inconclusive means small, poorly fitted or top-dose-only effect, or another doubt; inactive means no such curve, though single readings can be large or run the other way; further: potency means the concentration at half of the fitted maximal effect
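GFP accumulation read-out: laser plate cytometry counting ubiquitin(G76V)-GFP-expressing U2OS cells after 4 hr compound exposure at 37 °C. Titrations spanned 46 uM to 2.9 nM; 0% = basal, 100% = 10 uM MG-132; concentration-response curves fitted.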
Hsp90 Hop PPI = qHTS Assay for Disrupters of an Hsp90 Co-Chaperone Interaction | AlphaScreen TPR2A-His6 binding biotin-Hsp90 C-terminal peptide | AID 595, 2007 | Hsp90 C-terminal peptide / TPR2A (Hop) interaction, human | actives 0.44% (n = 71,000) | Potency, µM (series often up to 57 µM), without a hit: at the highest dose activity change, negative = inhibition; active means well fitted curve in either direction with a large enough effect; inconclusive means small, poorly fitted or top-dose-only effect, or another doubt; further: potency means the concentration at half of the fitted maximal effect; on the % scale 0 is the no-effect control and ±100 the full control effect; many of its hits are not listed in these tables
Tau fil binding = qHTS Assay for Tau Filament Binding. Microtubule-associated protein tau (Homo sapiens), P10636. recombinant tau filaments, thioflavin S fluorescence, 15 h; filaments grown with octadecylsulfate alongside compound. Potency, µM (doses to about 57.1 µM), for inactives: at the highest dose activity change, negative = inhibition. actives 2% (n = 71,000);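 further: potency means the concentration at half of the fitted maximal effect; on the % scale 0 is the no-effect control and ±100 the full control effect; actives lower thioflavin S fluorescence by blocking filaments or displacing dye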
Target sequence (P10636 whole entry, looked up): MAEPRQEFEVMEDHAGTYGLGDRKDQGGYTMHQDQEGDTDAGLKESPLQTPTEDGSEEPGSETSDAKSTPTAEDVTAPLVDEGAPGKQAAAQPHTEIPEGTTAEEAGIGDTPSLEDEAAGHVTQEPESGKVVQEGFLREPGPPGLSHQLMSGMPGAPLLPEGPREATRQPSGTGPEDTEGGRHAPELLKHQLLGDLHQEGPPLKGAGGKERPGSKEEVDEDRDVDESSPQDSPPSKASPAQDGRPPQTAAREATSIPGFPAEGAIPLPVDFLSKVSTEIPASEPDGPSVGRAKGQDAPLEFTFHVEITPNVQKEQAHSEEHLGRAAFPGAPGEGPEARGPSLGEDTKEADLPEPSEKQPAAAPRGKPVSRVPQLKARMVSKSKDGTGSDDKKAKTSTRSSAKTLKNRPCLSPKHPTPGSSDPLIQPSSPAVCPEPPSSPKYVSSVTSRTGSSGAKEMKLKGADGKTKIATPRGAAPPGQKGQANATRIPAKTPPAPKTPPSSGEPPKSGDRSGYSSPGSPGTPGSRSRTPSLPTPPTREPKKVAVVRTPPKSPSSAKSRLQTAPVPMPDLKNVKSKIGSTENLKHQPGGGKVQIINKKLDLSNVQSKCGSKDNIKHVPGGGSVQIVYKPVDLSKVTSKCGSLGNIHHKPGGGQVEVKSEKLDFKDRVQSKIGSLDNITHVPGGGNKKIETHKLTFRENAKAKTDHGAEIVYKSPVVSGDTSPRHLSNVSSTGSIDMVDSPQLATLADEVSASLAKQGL
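Recombinant tau protein (human, 1 uM final) plus 30 uM ODS in HEPES pH 7.4 with NaCl, DTT and thioflavine S. Compound present from the start; fluorescence at 510 nm after 15 h, 37 C.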
HBB splicing = qHTS Assay for Modulators of Hemoglobin Beta Chain Splicing | HBB splicing reporter cell assay, activation; EGFP reporter with mutant IVS2-654 intron; response scale: normalised to 500 nM splice-correcting PNA | Potency, µM (titrated, usually from 46.1 µM), for inactives: at the top dose activation, hits mostly activators | actives 0.06% (n = 65,000); further: potency means the concentration at half of the fitted maximal effect; 0% is about no effect
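Compounds were applied for 2 days to HeLa EGFP-654 cells, 500/well in Optimem with 2% FCS. The reporter's EGFP is disrupted by mis-splicing of beta-globin intron IVS2-654. Readout: summed well GFP fluorescence from 488 nm laser scanning; reference was 500 nM antisense […] 654 PNA.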
ERK AVP block = qHTS Assay for Inhibitors of the ERK Signaling Pathway using a Homogeneous Screening Assay | actives 0.99% (n = 72,000) | AID 995, 2007 | Potency, µM (titrated, usually from 57.5 µM), inactives show top-dose activity, negative = inhibition, most hits filed as inhibitors | HEK293-V1b, vasopressin-stimulated pERK AlphaScreen; further: potency means the concentration at half of the fitted maximal effect; on the % scale 0 is the no-effect control and ±100 the full control effect; nearly all actives have a fitted effect of over 55% in size
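HEK293 cells stably expressing V1b receptor, seeded overnight in 1% FBS, were treated with compounds for 30 min at 37C, then stimulated 5 min with 25 nM vasopressin; phospho-ERK read by AlphaScreen SureFire after lysis.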
Epigenetic mod = qHTS Assay for Epigenetic Modulators | mouse C127i GFP locus derepression, cytometry, 30 h | Potency, µM (series often up to 46.1 µM), inactives show at the highest dose GFP derepression (activation) | actives 0.09% (n = 68,000); further: % of control where 0% means no effect
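Read-out is the number of GFP-positive cells, scored as fluorescent objects 20 to 120 um wide, reflecting derepression of a silenced CMV-GFP reporter in murine C127i cells after 30 h compound exposure at 37 C.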
ALOX15 inhib = qHTS Assay for Inhibitors of 15-hLO (15-human lipoxygenase); purified 15hLO-1, xylenol orange hydroperoxide absorbance; Polyunsaturated fatty acid lipoxygenase ALOX15 (Homo sapiens), P16050; Potency, µM (series often up to 57.1 µM), without a hit: at the highest dose activity change, negative = inhibition, hits mostly inhibitors; actives 1.4% (n = 74,000); further: potency means the concentration at half of the fitted maximal effect; on the % scale 0 is the no-effect control and ±100 the full control effect; nearly all actives have a fitted effect of over 55% in size
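40 nM 15hLO-1 + cpd, 15 min RT; start w/ 50 uM AA (final), 6 min RT; stop/detect w/ 200 uM XO + 300 uM Fe(II) in 50 mM H2SO4, 30 min; A573/A405. Buffer 25 mM Hepes pH 7.5, 0.01% Triton X-100. No-enzyme wells as negative control.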
HADH2 inh = qHTS Assay for Inhibitors of HADH2 (Hydroxyacyl-Coenzyme A Dehydrogenase, Type II). Potency, µM (highest dose often 57.1 µM), without a hit: at the highest dose activity change, negative = inhibition, hits mostly inhibitors. 3-hydroxyacyl-CoA dehydrogenase type-2 (Homo sapiens), Q99714. recombinant HADH2, NADH fluorescence, beta-hydroxybutyryl-CoA. actives 3.4% (n = 73,000); further: potency means the concentration at half of the fitted maximal effect; on the % scale 0 is the no-effect control and ±100 the full control effect; nearly all actives have a fitted effect of over 60% in size; many of its hits are not listed in these tables
Target sequence (Q99714 whole entry, looked up, one chain of several): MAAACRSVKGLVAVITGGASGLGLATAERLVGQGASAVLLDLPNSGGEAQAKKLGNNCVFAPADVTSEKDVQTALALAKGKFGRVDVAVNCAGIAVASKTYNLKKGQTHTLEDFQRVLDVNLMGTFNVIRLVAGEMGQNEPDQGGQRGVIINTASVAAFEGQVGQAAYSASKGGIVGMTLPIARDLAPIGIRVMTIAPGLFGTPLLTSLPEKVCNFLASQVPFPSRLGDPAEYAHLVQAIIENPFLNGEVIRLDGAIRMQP
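NADH fluorescence (ex 360/em 450 nm) read every 30 s for 4 min; activity taken as last-minus-first time point difference. Enzyme 20 nM, NAD+ 1 mM, beta-hydroxybutyryl-CoA 90 uM, pH 9.0 Tris buffer.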
Luciferase inh = qHTS Assay for Inhibitors of Firefly Luciferase. Luciferin 4-monooxygenase (Photinus pyralis), P08659. purified firefly luciferase, luminescence, 8 min. Potency, µM (titrated, usually from 57.1 µM), inactives show top-dose activity change, negative = inhibition, hits mostly inhibitors. actives 2.2% (n = 72,000). AID 411, 2009; further: potency means the concentration at half of the fitted maximal effect; on the % scale 0 is the no-effect control and ±100 the full control effect; nearly all actives have a fitted effect of over 40% in size
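Inhibition of light generation by firefly luciferase from ATP and luciferin was profiled with concentration-response curves per sample, ATP held at 10 uM within the enzyme's linear range. Plates were read by luminescence after an 8-minute ambient incubation.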
CRE Fsk mod = Cell signaling CRE-BLA (Fsk stim); CHO CRE-bla reporter (cAMP response element driving beta-lactamase), forskolin EC10, beta-lactamase ratio; Potency, µM (doses to about 38.2 µM), inactives show at the highest dose activity change, negative = inhibition, hits mostly activators; actives 2.5% (n = 71,000); AID 662, 2007; active means well fitted activation curve with a large enough effect in the signal ratio, with a control signal flat, not every such curve was filed as active; inconclusive means small, poorly fitted or top-dose-only effect, or effect the other way, or a change in a side signal; the % refers to the signal ratio; further: potency means the concentration at half of the fitted maximal effect; % of control where 0% means no effect
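Forskolin analogue NKH 477 at EC10 stimulated CRE-driven beta-lactamase in CHO cells alongside compound dilution series. Beta-lactamase was measured with CCF4, excitation 405 nm, emission ratio 460/530 nm.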
The depositor's hits bear a star; ? = inconclusive; · = not tested or not shown; [ ] = another dose, or the depositor's remark. Unless noted, the call rests on the fitted dose curve; in most records, active means well fitted curve in the direction sought with a large enough effect; inconclusive means small, poorly fitted or top-dose-only effect, or another doubt; inactive means no such curve, though single readings can be large; an effect the other way counts as inactive or inconclusive.

SMILES	Pol III holo inh	UbGFP stabilizer	Hsp90 Hop PPI	Tau fil binding	HBB splicing	ERK AVP block	Epigenetic mod	ALOX15 inhib	HADH2 inh	Luciferase inh	CRE Fsk mod
CCOC(=O)CSc1nc2c(c(=O)n(C)c(=O)n2C)n1Cc1ccccc1F	-1%	5%	-3%	11%	0.5%	-21%	3%	1%	-5%	2%	?
Cn1cnnc1SCc1ccccc1Br	2%	-3%	-3%	5%	0.8%	10%	2%	-15%	1%	-2%	-1%
CCOc1ccc(NC(=O)N2CCN(CC)CC2)cc1	-2%	-2%	?	-18%	-0.3%	22%	3%	-2%	-4%	-2%	-6%
c1ccc2ccccc2c1	-3%	·	-1%	4%	-0.3%	4%	·	-2%	-6%	·	-12%
CS(=O)(=O)N(CC(=O)O)Cc1ccccc1	-4%[11.4 µM]	6%[9.17 µM]	0%[11 µM]	0%[11.4 µM]	4.4%[9.22 µM]	-21%[11.5 µM]	-3%[9.22 µM]	0%[11.4 µM]	0%[11.4 µM]	1%[11.4 µM]	5%[7.6 µM]
Cn1c(SCc2nc3ccccc3[nH]2)nnc1-c1cnccn1	-9%	9%	-3%	2%	-0.6%	-16%	-3%	-2%	0%	-4%	5%
CC(=O)c1cc2c(cc1NC(=O)C1CC=CCC1C(=O)O)OCO2 (centres undefined)	-6%	-2%	-3%	12%	-3.0%	-6%	-2%	11%	-4%	1%	-7%
Cc1cc(C)n2nc(NCc3ccccc3)nc2n1	-4%	7%	-2%	4%	-0.3%	4%	-2%	-9%	32µM*	1%	15%
Clc1cccc(Cl)c1-c1nnc2ccc(N3CCOCC3)nn12	-2%	-3%	-7%	4%	-1.1%	-28%	-3%	0%	-3%	1%	?
COc1ccc(CCNC(=O)CN2C(=O)c3ccccc3S2(=O)=O)cc1OC	-4%	5%	-2%	-5%	-0.4%	?	0%	22%	6%	2%	10%
Cc1ccc(CN2CCN(CC(=O)N3CCC(C(N)=O)CC3)C2=O)cc1	-3%	5%	1%	-8%	0.7%	-9%	-6%	6%	4%	3%	-5%
CC1CN(c2nc3c(c(=O)n(Cc4ccc(Cl)c(Cl)c4)c(=O)n3C)n2C)CC(C)O1 (centres undefined)	2%	4%	-11%	19%	-0.2%[0.369 µM]	-30%	2%	-18%	-1%	2%	8%
Nc1nc(-c2ccc(Br)cc2)cs1	-1%	-3%	-7%	12%	-1.4%	-5%	-1%	-16%	-2%	13µM*	-10%
CCn1c(SCC(=O)Nc2oc(-c3ccccc3)c(-c3ccccc3)c2C#N)nnc1-c1ccco1	2%	6%	-15%	235%	-0.9%	-29%	-3%	-27%	?	2%	?
NC(=O)CSc1nnc(-c2ccncc2)n1-c1ccc(Cl)cc1	-1%	5%	0%	-2%	-1.1%	·	·	0%	13%	5%	-9%
CCn1c(SCC(=O)NCCc2ccc(F)cc2)nnc1-c1cccs1	0%	-2%	1%	-5%	0.0%[57.5 µM]	-11%	0%	1%	-3%	0%	-3%
COc1cc(OC)c(NC(=O)CCNC(=O)Cn2cnc3ccccc3c2=O)cc1Cl	3%	-4%	0%	-8%	-0.5%	5%	4%	21%	10%	1%	-4%
CCNc1ncc2nc(CCc3ccccc3)c(=O)n(-c3ccccc3)c2n1	-3%	17%	27%	374%	4.6%	-19%	0%[9.22 µM]	?	-192%	1%[11.4 µM]	13µM*
O=S(=O)(c1ccc2c(c1)oc1ccccc12)N1CCOCC1	-6%	0%	-1%	8%	-1.6%	-25%	2%	-7%	8%	-2%	1%
C=CCn1c(SCC(=O)Nc2cc(C)nn2-c2ccccc2)nnc1C1CCCCC1	-2%	-2%	1%	14%	3.7%[1.84 µM]	-22%	-5%	2%	0%	2%	?
CC1CCCCC1NC(=O)COC(=O)c1ccc(S(=O)(=O)N2CCOCC2)cc1 (centres undefined)	-3%	5%	-4%	6%	-2.1%	-10%	3%	2%	15%	2%	-19%
COc1ccc(N2CCN(Cc3nc(N)nc(N4CCCc5ccccc54)n3)CC2)cc1	0%	-2%	-6%	-16%	-2.5%[57.5 µM]	-22%	-2%	12%	12%	3%	5%
COc1ccc(N2CCN(C(=O)CSc3nnc4ncccn34)CC2)cc1	-7%	1%	-1%	4%	-0.2%[57.5 µM]	27%	-3%	0%	-1%	-1%	2%
COCCn1c(=O)c(-c2cc(F)cc(F)c2)nc2cnc(N3CCN(C)CC3)nc21	-3%	-2%	-2%	11%	-0.1%	13%	8%[9.22 µM]	-10%	40%[activator]	0%[11.4 µM]	?
CC(/C=C/c1ccccc1)=N/O	-1%	-10%	-3%	-12%	3.0%	-8%	-2%	?	-6%	-8%	1%
(further entries)
SMILES	Pol III holo inh	UbGFP stabilizer	Hsp90 Hop PPI	Tau fil binding	HBB splicing	ERK AVP block	Epigenetic mod	ALOX15 inhib	HADH2 inh	Luciferase inh	CRE Fsk mod
Cc1ccc2[nH]c(=O)c(CN(CCN3CCOCC3)C(=O)Nc3ccc(F)cc3)cc2c1	-5%	0%	-5%	-1%	·	25%	0%	?	9%	1%	?
Cc1ccc(Cn2ccc(NC(=O)c3cc(-c4ccccc4)on3)n2)cc1	-14%	-5%	5%	186%	-0.8%	-17%	-3%	-13%	11%	0%	3%
COC(=O)C(O)(NC(=O)OCc1ccccc1)C(F)(F)F (centres undefined)	4%	2%	-4%	-3%	-1.9%	6%	-1%	10%	-5%	2%	?
COc1ccc(-n2c(=O)c3ccccc3n(CC(=O)NC3CCCCC3)c2=O)c(OC)c1	-2%	-3%	-2%	-1%	-1.4%	9%	0%	2%	7%	3%	?
O=C(NC1CCSC1=O)c1ccc(Cl)cc1 (centres undefined)	-8%[11.4 µM]	21%[9.17 µM]	-3%[11 µM]	-14%[11.4 µM]	-3.6%[0.0738 µM]	-8%	0%	-5%[11.4 µM]	-8%[11.4 µM]	1%	?
C=CCNc1ccc(F)c(F)c1N1CCCCCC1=O	-3%	-3%	-1%	-4%	-0.7%[57.5 µM]	4%	3%	4%	0%	2%	1%
CSCC[C@H](NC(=O)NCCc1ccc(F)cc1)C(=O)O	2%	2%	2%	-1%	-3.1%[57.5 µM]	6%	2%	9%	7%	0%	0%
O=C(c1cc(-c2ccncc2)nc2ccc(Cl)cc12)N1CCN(C(=O)C2CCCO2)CC1 (centres undefined)	-2%	2%	-11%	-29%	0.1%	-13%	2%	-6%	-1%	-2%	-5%
c1ccc(-c2ccc(-c3nc(-c4cccnc4)no3)cc2)cc1	-7%	-7%	7%	74%	-0.3%	14%	2%	5%	26%	3.2µM*	25%
CCOc1ccccc1NC(=O)NC1CC2CCCC(C1)N2Cc1nnnn1CCc1ccccc1 (centres undefined)	11%	-1%	-1%	33%	-0.3%[57.5 µM]	2%	8%	2%	1%	-3%	-1%
O=C(O)CSC1CC(=O)N(c2cccc(Cl)c2)C1=O (centres undefined)	-1%	-4%	-2%	3%	0.1%	1%	1%	-4%	-29%	1%	2%
CN(C)S(=O)(=O)c1ccc(C(=O)NCc2ccccc2)cc1	-2%	0%	0%	-8%	0.2%[57.5 µM]	22%	2%	-4%	2%	-2%	-1%
CCOC(=O)c1ccc(N=c2sc(C(=O)OC)cc(=O)n2C2CC2)cc1	4%	1%	0%	-3%	·	-5%	4%	7%	15%	4%	5%
CCOC(=O)Cn1c(CN2CCc3ccccc3C2)nc2c1c(=O)n(C)c(=O)n2C	3%	-7%	-6%	0%	0.1%	·	·	-4%	-18%	0%	-2%
Nc1cc(-c2ccc(Br)cc2)[nH]n1	-4%	-5%	-2%	-24%	-0.4%[9.22 µM]	-8%	0%	5%	7%	-15%	-18%

Screens: PubChem BioAssay, National Center for Advancing Translational Sciences (NCATS)

Some of the compounds tested; count on the stated rates, not on these rows.
